High-throughput results (PubChem BioAssay)
M1 ag – activates human CHRM1 receptor. P11229. CHO-K1 hM1, Fluo-8 calcium fluorescence, agonist mode; 0% DMSO, 100% acetylcholine EC100. activation, % at 3 µM. actives 0.33% (n = 360,000);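 active = activation above the run's mean compound activation plus 3 SD, cut at about 16% in these data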;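 note: peak over basal fluorescence ratio within a 140 s kinetic read after compound addition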
Target sequence (P11229 whole entry, looked up): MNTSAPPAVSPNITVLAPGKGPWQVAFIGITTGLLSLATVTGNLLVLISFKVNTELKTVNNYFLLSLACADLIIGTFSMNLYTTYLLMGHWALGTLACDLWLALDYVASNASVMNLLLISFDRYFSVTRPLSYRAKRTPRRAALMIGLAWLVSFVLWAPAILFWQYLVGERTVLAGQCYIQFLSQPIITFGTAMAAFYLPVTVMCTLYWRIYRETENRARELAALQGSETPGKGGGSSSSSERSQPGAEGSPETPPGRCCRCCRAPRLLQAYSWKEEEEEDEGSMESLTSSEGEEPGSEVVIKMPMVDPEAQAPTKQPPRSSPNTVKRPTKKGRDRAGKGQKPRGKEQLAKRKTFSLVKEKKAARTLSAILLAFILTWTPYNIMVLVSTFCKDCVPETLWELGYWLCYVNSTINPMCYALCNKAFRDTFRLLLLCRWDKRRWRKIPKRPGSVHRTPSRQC
TAAR1 antag – antagonists of human TAAR1; Q96RJ0; CHO RD-HGA16 TAAR1, Fluo-8 calcium fluorescence, antagonist; inhibition, % at 3 µM; actives 1.5% (n = 360,000); AID 624466;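 active = inhibition above a per-plate cutoff, the mean inhibition of test compounds on that plate plus 3 SD, cut at about 49% in these data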;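 note: 0% = DMSO plus EC80 beta-PEA response and 100% = DMSO alone without agonist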
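Test system – hTAAR1-expressing CHO RD-HGA16 cells, Gα16-coupled · Also added – β-PEA at EC80 concentration, post-compound challenge · Compound – 3 µM, single point · Incubation – dye loading 75 min at 37 °C, then 30 min room temperature · Measured by – Fluo-8 intracellular calcium dye fluorescence, real-time kinetic reads · Benchmarks – vehicle and agonist controls · Replicates – singlicate, one well per test compound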
V1aR counter – counter-screen for oxytocin receptor agonists: human V1a receptor agonists; actives 0.25% (n = 320,000); P37288; activation, % at 3 µM; AID 2797; CHO-V1R cells, Fluo-8 calcium fluorescence, agonist mode; 0% DMSO, 100% 3 nM vasopressin;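 active = activation above the mean activation of all tested compounds plus 3 SD, per screening run, cut at about 20% in these data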;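 note: signal is peak over basal fluorescence ratio across a 100 second FLIPR read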
OXTR potentiator – potentiates the human oxytocin receptor response; CHO-OTR cells, Fluo-8 calcium fluorescence, potentiator mode; 0% = oxytocin EC15, 100% = EC100; activation, % at 3 µM; P30559; actives 0.061% (n = 320,000);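 active = activation above that plate's cutoff, the mean activation of tested compounds plus 3 SD, cut at about 6.6% in these data, passing the limit was not always enough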;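 note: 100% uses oxytocin at 75 nM as the full agonist control; some results filed as inactive read as strong as hits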
Target sequence (P30559 whole entry, looked up): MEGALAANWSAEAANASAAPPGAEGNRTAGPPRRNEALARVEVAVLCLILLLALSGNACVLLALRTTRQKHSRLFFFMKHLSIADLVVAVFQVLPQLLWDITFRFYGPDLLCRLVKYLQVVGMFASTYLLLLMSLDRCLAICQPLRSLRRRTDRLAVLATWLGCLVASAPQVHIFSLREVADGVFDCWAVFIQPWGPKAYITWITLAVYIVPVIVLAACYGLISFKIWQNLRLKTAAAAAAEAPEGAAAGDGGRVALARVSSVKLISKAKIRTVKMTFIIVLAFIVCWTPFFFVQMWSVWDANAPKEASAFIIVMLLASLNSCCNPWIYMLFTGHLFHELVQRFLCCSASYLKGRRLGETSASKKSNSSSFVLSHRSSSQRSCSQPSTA
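Assay system: CHO-OTR cells, human receptor / Also added: oxytocin at about EC15, sub-maximal agonist stimulus / Dosing: single dose, 3.0 µM nominal final compound concentration / Incubation: 6 min pre-incubation, 100 s read / Technique: Fluo-8 calcium dye fluorescence / Read-out: % activation vs EC15 and EC100 oxytocin / Benchmarks: EC15 oxytocin low, 75 nM oxytocin high / Replicates: singlicate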
CHO-K1 Ca antag – nonselective inhibitor or artifact in parental CHO-K1 cells | actives 0.6% (n = 360,000) | AID 602250 | ATP-induced calcium, Fluo-8 fluorescence | inhibition, % at 3 µM;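 active = inhibition above a per-plate cutoff, the plate's mean sample inhibition plus 3 SD, cut at about 24% in these data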;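 note: 0% = DMSO plus EC80 ATP and 100% = DMSO alone without ATP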
M1 PAM parental – M1 PAM counterscreen hit in parental CHO-K1 cells; AID 602247; activation, % at 3 µM; ATP EC20, Fluo-8 calcium fluorescence; 0% at ATP EC20, 100% at ATP max; actives 0.02% (n = 360,000);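 active = activation above the run cutoff, the mean activation of all test compounds plus 3 SD, cut at about 40% in these data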;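 note: peak over basal fluorescence ratio in a 140 s read after ATP addition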
CHO parental Ca – counter-screen: ATP calcium response change in parental CHO cells; actives 0.63% (n = 330,000); inhibition, % at 5.6 µM; parental CHO-K1, ATP-induced calcium, Fluo-8 fluorescence; AID 463079;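 active = inhibition above that plate's mean sample inhibition plus 3 SD, cut at about 26% in these data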;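 note: 0% = ATP-challenged DMSO wells and 100% = DMSO wells without ATP; some compounds past the cut are filed as inactive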
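Assay system – parental CHO cells · Reagent – ATP stimulus · Detection – intracellular calcium via Fluo-8 no-wash fluorescent dye · Evaluation – percent inhibition of ATP-evoked calcium rise, normalized to controls · Controls – ATP wells versus no-ATP DMSO wells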
M1 ag parental – nonselective activator or artifact in parental CHO-K1 cells; Fluo-8 calcium fluorescence; scaled to maximal ATP response, vehicle zero; actives 0.48% (n = 360,000); AID 602248; activation, % at 3 µM; in the data active = activation above about 15%;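 note: untransfected CHO-K1 host cells lacking M1 receptor as counterscreen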
TAAR1 ag – human TAAR1 agonism; Q96RJ0; activation, % at 3 µM; CHO RD-HGA16 TAAR1, Fluo-8 calcium fluorescence; vehicle wells 0%, saturating PEA agonist 100%; actives 0.99% (n = 360,000);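 active = activation above the mean activation of all test compounds in the run plus 3 SD, cut at about 38% in these data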
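Signal – calcium-sensitive Fluo-8 signal, excitation 470-495, emission 515-575 nm · System – RD-HGA16 (CHO) cells co-expressing Gα16 and hTAAR1 · Incubation – 17-24 h seeding, 75 min 37 °C dye, 30 min RT · Compound dosing – 3 µM single concentration · Repeats – no replicates (n 1)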
The depositor's hits bear a star; · = not tested or not shown; & = joins results of further samples. An unsorted share of the library; 3.3% or so of the library scored in one or more.

Every second line gives: M1 ag | TAAR1 antag | V1aR counter | OXTR potentiator | CHO-K1 Ca antag | M1 PAM parental | CHO parental Ca | M1 ag parental | TAAR1 ag
[1] CC(C)CCN1CCN(CCCn2cccn2)CC1CCO (centres undefined)
    -10 | -8 | 0.0 | -5 | 13 | -2 | -4 | -0.7 | -1
[2] COc1ccccc1NC(=O)NNC(=O)c1ccc2c(c1)NC(=O)C(C)(C)O2
    3 | 0 | 0.1 | 0 | 0 | -26 | 11 | 1.1 | 3
[3] Cn1ccnc1SCC(=O)c1ccc(C#N)cc1
    -2 | -20 | -0.1 | 1 | -14 | 14 | -7 | 0.7 | 26
[4] CCOc1ccc(OCCC(=O)N2CCN(S(=O)(=O)c3ccc(F)cc3)CC2)cc1
    -5 | 9 | 3.5 | -6 | 5 | -4 | -8 | 0.7 | 3
[5] CSc1cccc(NC(=S)N2CCC(N(C)C3CCCCC3)CC2)c1
    -6 | -16 | 1.4 | -2 | 1 | -8 | -10 | 0.3 | 1
[6] CCC(NC(=O)NNC(N)=S)(C(F)(F)F)C(F)(F)F
    -3 | -21 | 1.6 | -8 | -14 | 26 | -13 | 0.8 | 3
[7] CCCn1c(CN2CCN(C(=O)OCC)CC2)nc2c1c(=O)n(C)c(=O)n2C
    -1 | 0 | 0.3 | -7 | 1 | 4 | -12 | 0.4 | 1
[8] NC(=O)C1CCN(C(=O)CSc2nc(O)cc(=O)[nH]2)CC1
    -1 | 2 | 0.0 | -2 | -4 | -5 | 0 | 0.0 | 7
[9] CCc1ccc(-c2csc3ncn(CC(=O)NCc4ccco4)c(=O)c23)cc1
    -1 | 41 | 3.0 | -4 | -11 | 8 | -17 | 5.6 | 6
[10] OC(COC(c1ccc(F)cc1)c1ccc(F)cc1)CN1CCCC1 (centres undefined)
    -12 | -3 | 1.4 | -7 | 10 | 2 | -18 | 0.9 | 1
[11] CCc1ccccc1NC(=O)C1CCCC1
    1 | -33 | 0.0 | 1 | 5 | 10 | 0 | 11 | 2
[12] COC(=O)/C(C#N)=C/c1occc1C
    -10 | -12 | 0.2 | 0 | -6 | -5 | 0 | 0.0 | -2
[13] Clc1ccc(-n2nnnc2-c2ccno2)cc1
    -3 | -1 | 0.9 | -8 | -5 | 6 | 6 | -0.2 | 0
[14] CCOc1ccc(NC(=O)CCC(=O)NNC(=O)COc2ccc(C)cc2)cc1
    -8 | 11 | 0.3 | -6 | -2 | 8 | -6 | 2.9 | 3
[15] C=CCOc1c(Br)cc(/C=N/n2c(CC)n[nH]c2=S)cc1Br
    -5 | -3 | -0.8 | -19 | -8 | 21 | -13 | 0.5 | -1
[16] O=S1(=O)CCN2C(c3cccc4ccccc34)=CSC2=N1
    -7 | -12 | 0.7 | -7 | -10 | 6 | 4 | 1.1 | 4
[17] CC(C)n1nnnc1SCC(=O)NCc1cccs1
    0 | 9 | 0.7 | -1 | -10 | 23 | 1 | 0.7 | 10
[18] Cc1ccc2nc(-c3cccc(Cl)c3)c(Cc3cccc(F)c3)n2c1
    · | -11 | · | · | -9 | 5 | · | 0.5 | 0
[19] Cc1ccc(OCC(O)CNC(C)c2ccccc2)cc1C (centres undefined)
    -2 | -17 | 2.9 | -11 | -4 | 7 | -16 | 3.3 | 32
[20] O=C(COc1coc(CN2CCc3ccccc3C2)cc1=O)Nc1cccc(F)c1
    -3 | -24 | 4.5 | -4 | 3 | 19 | -22 | -0.4 | 4
[21] Nc1nc(SCC(=O)N2CCCCCC2)[nH]c(=O)c1NC(=O)c1ccco1
    0 | 1 | 0.4 | -2 | -12 | 19 | -4 | 4.3 | 1
[22] COc1cc(/C=N/Nc2nc(C)cc(=O)[nH]2)ccc1OC(=O)c1cccnc1
    -2 | 3 | 0.4 | -2 | 2 | 10 | -5 | 0.5 | 3
[23] COc1ccc(C)cc1NC(=O)NCc1ccco1
    -3 | -4 | -0.9 | -15 | 7 | -15 | -7 | -0.1 | 1
[24] O=C(c1ccco1)N1CCN(S(=O)(=O)c2ccc(Cl)s2)CC1
    -3 | 1 | 1.3 | -6 | -3 | 14 | -9 | 1.2 | 3
[25] Cc1ccc(C(=O)Nn2cnnc2)cc1S(=O)(=O)N1CCOCC1
    0 | -29 | -0.3 | 0 | 3 | -13 | -2 | -0.1 | 0
[26] COc1cc([C@@H]2[C@H]3CN(C)CC=C3C(C#N)=C(N)C2(C#N)C#N)cc2c1OCO2
    0&-5 | -13 | 1.2 | -5 | -11&-14 | 13&-3 | -1 | 0.2&0.1 | 2
[27] CCOc1ccc(C2=Nn3c(nnc3-c3ccc(OC)cc3)SC2)cc1
    -7 | 23 | 0.1 | 1 | 0 | 18 | -31 | 1.9 | 11
[28] CCOC(=O)C(C)(C)N(Cc1cccc(C)c1)S(=O)(=O)c1cccc([N+](=O)[O-])c1
    -8 | 26 | -0.3 | -8 | -6 | -1 | -23 | -0.1 | 0
[29] CC(CCO)Nc1nc2c(c(=O)n(C)c(=O)n2C)n1Cc1cccc(Br)c1 (centres undefined)
    -5 | -6 | 0.4 | -6 | 2 | 12 | -2 | 0.2 | 8
[30] O=C(O)c1ccccc1SCC(=O)N1CCOCC1
    -2 | -4 | 0.3 | -9 | 0 | 21 | -7 | 3.2 | 5
[31] CC(C)(C)c1csc(NC(=O)c2ccncc2)n1
    -4 | 15 | 6.2 | -12 | -2 | 16 | 15 | 5.5 | 3
[32] Nc1[nH][nH]c(=O)c1N=Nc1cccc(Cl)c1
    -6 | 1 | -0.7 | -6 | -16 | 23 | -11 | -0.4 | 3
[33] O=S(=O)(c1ccc(Br)c2ccccc12)N1CCCC1
    -2 | -15 | -0.6 | -3 | 2 | -24 | -7 | -0.3 | 4
[34] COC(=O)c1ccc(CSc2nc(N3CCOCC3)c3c(c2C#N)CC(C)(C)OC3)o1
    -4 | 2 | -1.1 | -12 | -13 | 22 | -10 | 0.5 | 3
[35] CSc1ccc(CN(C)C(C)C(=O)NCC2CCCCC2)cc1 (centres undefined)
    -12 | -23 | 0.3 | -6 | -3 | 27 | -35 | -0.4 | 2
[36] COc1ccc(CCNC(=O)/C=C/c2ccc3ccccc3n2)cc1OC
    -1 | 12 | 9.3 | -11 | 7 | -22 | -25 | 8.3 | 5
[37] COc1ccc(NC(=O)Nc2ccc3c(c2)CCC3)cc1OC
    -6 | 17 | 0.8 | -5 | 5 | 5 | 5 | 14 | 5
[38] O=C(Nc1c(F)cccc1F)c1cnc(N2CCN(c3ccccn3)CC2)c2ccccc12
    -1 | 63* | 3.2 | -12 | 30* | -9 | -15 | 5.1 | 14
[39] CC(C)Cn1c(N2CCN(CC(=O)Nc3ccc(Cl)cc3)CC2)nc2ccccc21
    -4 | 3 | -1.1 | -5 | -16 | -5 | -17 | 0.3 | 5
[40] CC(C(=O)NCc1ccc2c(c1)OCO2)c1ccc([N+](=O)[O-])cc1 (centres undefined)
    -7 | 2 | 4.5 | 1 | -3 | 20 | -2 | 5.3 | 7
[41] O=C(NCc1ccco1)c1cc(-c2cccs2)nc2ccccc12
    -7 | 62* | -0.4 | -5 | 5 | 4 | -18 | 4.2 | 12
[42] CCC(Sc1ccc(C(=O)O)cc1)C(=O)O (centres undefined)
    0 | -1 | 0.0 | -9 | 5 | 0 | -11 | -0.2 | 8
[43] C[C@@H]1CN([C@@H](C)CO)C(=O)c2cc(NC(=O)Nc3ccc(F)cc3)ccc2O[C@@H]1CN(C)Cc1ccc(Oc2ccccc2)cc1
    -11 | 11 | 2.3 | -8 | -8 | -2 | 4 | 0.2 | 1
[44] COc1cc(C2C3=C(COC3=O)Oc3cc4c(cc32)OCO4)cc(OC)c1O (centres undefined)
    -7 | -16 | · | · | -23 | 34 | · | 0.7 | 7
[45] O=C(N/N=C/C(Cl)=C/c1ccc([N+](=O)[O-])cc1)C(=O)Nc1ccc(C(=O)O)cc1
    -3 | -6 | -1.0 | -1 | -8 | 28 | -9 | 1.2 | 1
[46] Oc1c(CN2CCCCC2)cc(Br)c2cccnc12
    -11 | -26 | 1.9 | -11 | -21 | 0 | -13 | 1.5 | 4
[47] O=C1Nc2ccccc2N(O)N1c1ccc(S(=O)(=O)Nc2ccccn2)cc1
    -5 | 13 | 0.2 | -2 | 0 | -3 | 15 | -0.1 | 9
[48] CCc1cccc2c1NC(=O)C2(O)CC(=O)c1cccs1 (centres undefined)
    -3 | 11 | 1.2 | 1 | -3 | 7 | -3 | 0.2 | 2
[49] CCOc1cc(C(=O)Nc2ccc(S(=O)(=O)Nc3nnc(CC)s3)cc2)cc(OCC)c1OCC
    -4 | -19 | -0.7 | -8 | -9 | 7 | -15 | -0.1 | -1
[50] COc1ccc(C(=O)NC2CC2)cc1OC1CCN(Cc2cnn(C)c2)CC1
    -3 | -24 | 0.3 | -6 | -2 | -3 | 7 | -0.3 | 2
[51] COc1ccccc1OCCOc1ccc(/C=C2/C(=N)N3OC(C)=CC3=NC2=O)cc1OC
    -4 | 3 | -0.3 | -7 | -6 | 19 | -25 | 0.8 | 2
[52] COc1ccc(CCNC(=O)CCCCCN2C(=O)c3ccccc3C2=O)cc1
    0 | 3 | 1.1 | 2 | 12 | 0 | -24 | 1.3 | 2
[53] CC(=O)Nc1ccc(S(=O)(=O)Nc2ccc3c(c2)OCO3)cc1
    -2 | -15 | 0.7 | -21 | -7 | 3 | -6 | 3.0 | 2
[54] CN(CCc1ccccn1)C(=O)CCNC(=O)Cn1cnc2ccccc2c1=O
    -3 | 1 | 1.0 | -3 | -6 | -4 | -6 | -0.3 | 7
[55] C/C(=N\Nc1ncc(Cl)cc1Cl)c1ccc2c(c1)OCO2
    -7 | 7 | -1.5 | 2 | -14 | 10 | -10 | 0.7 | -1
[56] CCCn1c(N)c(C(=O)CSc2nnc3ccccn23)c(=O)[nH]c1=O
    0 | 1 | -0.3 | -5 | -1 | -2 | -9 | -0.5 | 2
[57] CC(C)CN(CC(C)C)S(=O)(=O)N1CCC(C(=O)NCc2cccs2)CC1
    -2 | 11 | 1.8 | -10 | -6 | 7 | 3 | 0.2 | 7
[58] CS(=O)(=O)NCCn1ccc2ccccc21
    -4 | 15 | 1.7 | -10 | -5 | 21 | -4 | 0.5 | 1
[59] COC(=O)c1cc(NS(=O)(=O)c2ccc(N3CCOCC3)c([N+](=O)[O-])c2)cc(C(=O)OC)c1
    -6 | 2 | 1.4 | -1 | -5 | 24 | -11 | 1.0 | 0
